HCV inhibitor – qHTS Assay for Inhibitors of Hepatitis C Virus (HCV). Huh7.5.1 HCVcc-Cre infection, luciferase reporter, 44 h. Potency, µM (top dose mostly 41.8 µM), for inactives: at the top dose activity change, negative = inhibition, hits mostly inhibitors. 3.4% of 340,000 active; also: potency is read from the fitted curve at half-maximal effect
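Seed cells (1,000/well) for 4 h; treat with compound and infect with HCVcc-Cre, moi about 0.5. Incubate 44 h, then detect luciferase activity.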
AmpC no deterg – qHTS Inhibitors of AmpC Beta-Lactamase (assay without detergent). AmpC nitrocefin hydrolysis, absorbance 480 nm, 0.0001% Triton. AID 485341, 2010. Potency, µM (series often up to 57.1 µM), without a hit: at the highest dose activity change, negative = inhibition, usual class: inhibitors. 0.52% of 330,000 active. P00811;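 also: potency is read from the fitted curve at half-maximal effect; plate controls were no compound for no effect and no enzyme for full effect; nearly all actives have a fitted effect of over 20% in size; some results filed as inactive show a strong effect at the top dose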
Target sequence (P00811 whole entry, looked up): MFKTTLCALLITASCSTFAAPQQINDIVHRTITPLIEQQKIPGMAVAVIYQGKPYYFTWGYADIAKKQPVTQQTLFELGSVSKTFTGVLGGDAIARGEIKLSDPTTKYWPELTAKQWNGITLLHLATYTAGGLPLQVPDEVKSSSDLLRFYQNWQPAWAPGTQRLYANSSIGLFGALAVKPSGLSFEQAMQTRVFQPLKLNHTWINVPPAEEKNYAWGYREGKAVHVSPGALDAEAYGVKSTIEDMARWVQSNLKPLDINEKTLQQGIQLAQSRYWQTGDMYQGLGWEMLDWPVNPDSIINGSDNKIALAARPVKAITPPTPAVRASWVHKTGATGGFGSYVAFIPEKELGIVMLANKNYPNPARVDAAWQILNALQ
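20 mM phosphate pH 7.0 + 0.01% (detergent screen) or 0.0001% Triton X-100; 5.3 nM AmpC reagent; cpd preinc 15 min RT; nitrocefin (800 uM stock) to start; A480 q20 s × 4 min; Activity was normalised to no-enzyme and no-compound control wells.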
HCMV antiviral – qHTS Assay for inhibitors of the human cytomegalovirus (HCMV) | HFF cells, HCMV-luciferase reporter, 72 h; active compounds read low | activity change, negative = inhibition, % at 57.5 µM | 4.5% of 410,000 active | AID 1259415, 2018; in the data active = activity change below about -60%; inconclusive = no clear call, values can overlap the other calls; inactive = above about -39%
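After 16 h attachment at 37C, HFF cells received test compound and HCMV-luciferase (1 PFU/cell); reporter luminescence read 72 h later, data normalized against buffer-only and known inhibitor Salinomycin.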
TbPYK inhibitor – qHTS of Trypanosoma Brucei Inhibitors; AID 624173, 2012; pyruvate kinase (Trypanosoma brucei), Q57TT1; TbPYK enzyme, Kinase-Glo Plus ATP luminescence, 45 min; 0.12% of 410,000 active; Potency, µM (titrated, usually from 76.8 µM), for the others: at the highest dose activity, negative = inhibition, actives largely listed as inhibitors; also: potency is read from the fitted curve at half-maximal effect; nearly all actives have a fitted effect of over 50% in size
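Activity of T. brucei pyruvate kinase was followed by Kinase-Glo Plus luminescence after the enzyme reacted 45 min at room temperature with 130 uM ADP (final) and substrate. Test compounds were added before ADP at multiple concentrations.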
AmpC detergent – qHTS Inhibitors of AmpC Beta-Lactamase (assay with detergent); AID 485294, 2010; 0.041% of 370,000 active; AmpC hydrolysis of nitrocefin, absorbance 480 nm, 0.01% Triton; Potency, µM (top dose mostly 114 µM), for inactives: top-dose activity change, negative = inhibition, usual class: inhibitors;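 also: potency is read from the fitted curve at half-maximal effect; 0% = no-compound wells and -100% = no-enzyme wells; nearly all actives have a fitted effect of over 25% in size; some results filed as inactive show a strong effect at the top dose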
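20 mM phosphate pH 7.0 + 0.01% (detergent screen) or 0.0001% Triton X-100; 5.3 nM AmpC reagent; cpd preinc 15 min RT; nitrocefin (800 uM stock) to start; A480 q20 s × 4 min; Activity was normalised to no-enzyme and no-compound control wells.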
AMA1-RON2 inh – qHTS for Inhibitors of AMA1-RON; Towards Development of Antimalarial Drug Lead: Primary Screen; 0.2% of 360,000 active; Potency, µM (series often up to 58.2 µM), inactives show at the top dose activity change, negative = inhibition, actives largely listed as inhibitors; AlphaScreen AMA1-biotinylated RON2 peptide binding;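 also: potency is read from the fitted curve at half-maximal effect; 0% = vehicle wells and -100% = peptide control; nearly all actives have a fitted effect of over 45% in size; some results filed as inactive show a strong effect at the top dose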
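AMA1 (3D7) with his tag at 25 nM final met compounds first, then biotinylated RON2 peptide at 25 nM; detection used donor plus acceptor beads, 10 µg/mL apiece, read by AlphaScreen after 30 min at room temperature.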
LmPK inhibitor – qHTS Assay for Inhibitors of Leishmania Mexicana Pyruvate Kinase (LmPK); Q27686; purified LmPK, Kinase-Glo ATP luminescence, 1 h; 0.37% of 290,000 active; Potency, µM (top dose mostly 57.5 µM), for inactives: at the top dose activity change, negative = inhibition, actives largely listed as inhibitors; also: potency is read from the fitted curve at half-maximal effect
Target sequence (Q27686 whole entry, looked up): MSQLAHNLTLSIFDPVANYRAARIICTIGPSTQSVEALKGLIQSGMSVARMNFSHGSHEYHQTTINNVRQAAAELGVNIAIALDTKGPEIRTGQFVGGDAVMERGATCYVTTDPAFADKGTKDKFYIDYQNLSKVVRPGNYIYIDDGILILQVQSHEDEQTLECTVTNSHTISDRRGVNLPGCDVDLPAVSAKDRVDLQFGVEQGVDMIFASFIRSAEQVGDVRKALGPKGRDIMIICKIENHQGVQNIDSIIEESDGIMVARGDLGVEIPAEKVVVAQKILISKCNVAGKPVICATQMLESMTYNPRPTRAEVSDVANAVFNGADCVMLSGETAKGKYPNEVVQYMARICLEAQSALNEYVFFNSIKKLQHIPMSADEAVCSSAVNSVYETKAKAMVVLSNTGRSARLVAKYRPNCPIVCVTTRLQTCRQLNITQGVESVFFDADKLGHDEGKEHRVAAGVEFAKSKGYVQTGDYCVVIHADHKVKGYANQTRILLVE
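Pyruvate kinase activity monitored as ATP production (luciferase luminescence). Conditions: 0.1 nM enzyme, 0.5 mM PEP, 0.1 mM ADP, 1 h, RT; normalized against uninhibited and no-enzyme wells.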
Numbers without * were called inactive; & = joins results of further samples; [ ] = dose if it differs, or a comment. Unless noted, calls follow the shape of the dose curve; as a rule, active = well fitted curve in the direction sought with a large enough effect; inconclusive = small, poorly fitted or top-dose-only effect, or another doubt; inactive = no such curve, though single readings can be large; an effect the other way counts as inactive or inconclusive. Unless noted, % is scaled to controls: 0 for no effect and ±100 for the full control effect. Not a hit list (roughly 7.5% active in at least one column).

A first look:
COC(=O)c1sccc1S(=O)(=O)Nc1ccc(S(N)(=O)=O)cc1 was read as HCV inhibitor -5%, AmpC no deterg -10%, HCMV antiviral 23, TbPYK inhibitor -3%, AmpC detergent -7%, AMA1-RON2 inh -16% and LmPK inhibitor -1%.
Screening N#Cc1cc2c(nc1SCC(=O)Nc1sc3c(c1C#N)CCC3)CCCC2 returned HCV inhibitor 0%, AmpC no deterg -17%, HCMV antiviral -20, TbPYK inhibitor -14%, AmpC detergent inconclusive, AMA1-RON2 inh -12% and LmPK inhibitor 7%.
`Cc1ccc(S(=O)(=O)N2CCC(=O)N([C@H](COCc3cccc(Cl)c3)Cc3ccccc3)CC2)cc1` gave HCMV antiviral -6, TbPYK inhibitor -1% and AMA1-RON2 inh 3%.
`COc1ccc(CN2CCN(Cc3ccccc3)C(CCO)C2)cc1OC` (stereo not drawn) gave HCV inhibitor 8%, AmpC no deterg 4%, HCMV antiviral -37, TbPYK inhibitor 0%, AmpC detergent -4%, AMA1-RON2 inh 5% and LmPK inhibitor 7%.
For CCOc1ccc(CCNC(=O)COC(=O)COc2cc(C)cc(C)c2)cc1OCC the results were HCV inhibitor -4%, AmpC no deterg 102%[activator], HCMV antiviral 2, TbPYK inhibitor 1%, AmpC detergent inconclusive and AMA1-RON2 inh 1%.

The whole of this part, repeating the preview:
COC(=O)c1sccc1S(=O)(=O)Nc1ccc(S(N)(=O)=O)cc1 was read as HCV inhibitor -5%, AmpC no deterg -10%, HCMV antiviral 23, TbPYK inhibitor -3%, AmpC detergent -7%, AMA1-RON2 inh -16% and LmPK inhibitor -1%.
Screening N#Cc1cc2c(nc1SCC(=O)Nc1sc3c(c1C#N)CCC3)CCCC2 returned HCV inhibitor 0%, AmpC no deterg -17%, HCMV antiviral -20, TbPYK inhibitor -14%, AmpC detergent inconclusive, AMA1-RON2 inh -12% and LmPK inhibitor 7%.
`Cc1ccc(S(=O)(=O)N2CCC(=O)N([C@H](COCc3cccc(Cl)c3)Cc3ccccc3)CC2)cc1` gave HCMV antiviral -6, TbPYK inhibitor -1% and AMA1-RON2 inh 3%.
`COc1ccc(CN2CCN(Cc3ccccc3)C(CCO)C2)cc1OC` (stereo not drawn) gave HCV inhibitor 8%, AmpC no deterg 4%, HCMV antiviral -37, TbPYK inhibitor 0%, AmpC detergent -4%, AMA1-RON2 inh 5% and LmPK inhibitor 7%.
For CCOc1ccc(CCNC(=O)COC(=O)COc2cc(C)cc(C)c2)cc1OCC the results were HCV inhibitor -4%, AmpC no deterg 102%[activator], HCMV antiviral 2, TbPYK inhibitor 1%, AmpC detergent inconclusive and AMA1-RON2 inh 1%.
Screening CCOC(=O)c1cccc(NC(=O)c2cnc3ccccc3n2)c1 returned HCV inhibitor inconclusive, AmpC no deterg 125%[activator], HCMV antiviral 26, TbPYK inhibitor 3%, AmpC detergent 0%, AMA1-RON2 inh -1% and LmPK inhibitor 6%.
`CCN(CC(=O)Nc1cc(Cl)ccc1C)C(=O)C1CCCCC1` gave HCV inhibitor 9%, AmpC no deterg -22%, HCMV antiviral -61*, TbPYK inhibitor -2%, AmpC detergent inconclusive, AMA1-RON2 inh 9% and LmPK inhibitor 4%.
`CCCCn1c(SCC(=O)Nc2cc(C(F)(F)F)cc(C(F)(F)F)c2)nnc1C(CC)N(C)C` (stereo not drawn) gave HCV inhibitor inconclusive, AmpC no deterg 48%, HCMV antiviral -88*, TbPYK inhibitor -10%, AmpC detergent -2%, AMA1-RON2 inh -29% and LmPK inhibitor 3%.
`CCOc1cccc2sc(Nc3nc4ccc(NC(C)=O)cc4s3)nc12` gave HCV inhibitor 4.5µM*, AmpC no deterg 78%[activator], HCMV antiviral -90*, TbPYK inhibitor -8%, AmpC detergent -1%, AMA1-RON2 inh 27% and LmPK inhibitor 1%.
Screening Cc1cccc(NC(=O)CCSc2nc(C)cc(C)n2)c1 returned HCV inhibitor inconclusive, AmpC no deterg -11%, HCMV antiviral -22, TbPYK inhibitor -4%, AmpC detergent -18%, AMA1-RON2 inh -7% and LmPK inhibitor 0%.
CCCc1cnc2c(c1SCC(=O)Nc1c(C)cc(C)cc1C)c(=O)n(C)c(=O)n2C was read as HCMV antiviral 5, TbPYK inhibitor 3% and AmpC detergent 0%.
CCN(CC(=O)NCc1cccs1)C(=O)c1cccc(S(=O)(=O)Nc2ccccc2OC)c1 was read as HCV inhibitor 11%, AmpC no deterg -3%, HCMV antiviral 18, TbPYK inhibitor -8%, AmpC detergent 5%, AMA1-RON2 inh 119%[activator] and LmPK inhibitor 0%.
Cc1ccccc1OCC(=O)OCC(=O)c1ccc[nH]1 was read as HCV inhibitor 5%, AmpC no deterg -16%, HCMV antiviral 28, TbPYK inhibitor -8%, AmpC detergent 1% and AMA1-RON2 inh 0%.
For Cc1ccc(C(=O)NCCCN2CCOCC2)cc1 the results were HCV inhibitor -1%, HCMV antiviral 11, TbPYK inhibitor -1% and AMA1-RON2 inh -3%.
Screening COc1ccc(-c2ccc(CCC(=O)O)n2-c2ccccc2O)cc1 returned HCV inhibitor 9%, AmpC no deterg -25%, HCMV antiviral -5&-4, TbPYK inhibitor -2%&-12%, AmpC detergent 8%&-7%, AMA1-RON2 inh 10% and LmPK inhibitor 7%.
`Cc1cc(Nc2ccccc2C(=O)O)n(-c2cccc(Cl)c2)n1` gave HCV inhibitor 29%, AmpC no deterg -31%, HCMV antiviral 4, TbPYK inhibitor 3%, AmpC detergent 2%, AMA1-RON2 inh 14% and LmPK inhibitor -9%.
For CCN(CC)C(=O)c1cnn(-c2ccccc2)c1NC(=O)c1cccs1 the results were HCV inhibitor 17%, AmpC no deterg -16%, HCMV antiviral -5, TbPYK inhibitor -12%, AmpC detergent inconclusive, AMA1-RON2 inh 4% and LmPK inhibitor 8%.
Screening CC1(CC(=O)N/N=C/c2cc(Br)c(O)cc2O)OCCO1 returned HCV inhibitor 17%, AmpC no deterg -1%, HCMV antiviral 25, TbPYK inhibitor -17%, AmpC detergent 1%, AMA1-RON2 inh 50%[activator] and LmPK inhibitor -3%.
`Cc1cc(C)c(NC(=O)CCN2CCN(Cc3ccccc3)CC2)c(C)c1` gave HCV inhibitor inconclusive, HCMV antiviral -6, TbPYK inhibitor 6% and AMA1-RON2 inh 1%.
For COc1ccc(-c2nc(CS(=O)(=O)CC(=O)NCCCN3CCOCC3)c(C)o2)cc1 the results were HCV inhibitor -1%, AmpC no deterg 58%, HCMV antiviral -32, TbPYK inhibitor -5%, AmpC detergent 1%, AMA1-RON2 inh -6% and LmPK inhibitor 7%.
Screening COc1ccc(NC(=O)NN2CCN(C)CC2)cc1 returned HCV inhibitor 7%, AmpC no deterg -20%, HCMV antiviral 68, TbPYK inhibitor 2%, AmpC detergent inconclusive, AMA1-RON2 inh 7% and LmPK inhibitor 2%.
For CCCC(=O)N1CCN(c2ccc(NC(=O)c3ccc4c(c3)OCCO4)cc2)CC1 the results were HCV inhibitor -17%, AmpC no deterg 21%, HCMV antiviral 40, TbPYK inhibitor 7%, AmpC detergent 1%, AMA1-RON2 inh 3% and LmPK inhibitor 4%.
`COc1cc2[nH]c(=O)n(CCCCCC(=O)NCCCN3CCC(C)CC3)c(=O)c2cc1OC` gave HCV inhibitor 10%&-6%, AmpC no deterg -1%, HCMV antiviral 8, TbPYK inhibitor 3%, AmpC detergent -2%, AMA1-RON2 inh 9% and LmPK inhibitor -6%.
`O=C(Nc1cccc(NC(=S)NC(=O)c2cccs2)c1)c1ccccc1` gave HCV inhibitor inconclusive, AmpC no deterg -34%, HCMV antiviral -13, TbPYK inhibitor 4%, AmpC detergent -6%, AMA1-RON2 inh 2% and LmPK inhibitor 1%.
`C=CCN(Cc1cc(OC)ccc1OC)S(=O)(=O)N(C)C` gave HCV inhibitor 13%, AmpC no deterg 10%, HCMV antiviral 12, TbPYK inhibitor -5%, AmpC detergent -2%, AMA1-RON2 inh -6% and LmPK inhibitor 6%.
COC(=O)c1cc(S(=O)(=O)n2nc(C)c(Br)c2C)c(Cl)cc1Cl was read as HCV inhibitor 12%, AmpC no deterg -19%, HCMV antiviral -16, TbPYK inhibitor 1%, AmpC detergent -16%, AMA1-RON2 inh -3% and LmPK inhibitor -1%.
`CSc1n[nH]c(NC(=O)c2c(-c3c(Cl)cccc3Cl)noc2C)n1` gave HCV inhibitor 16%, AmpC no deterg -8%, HCMV antiviral 30, TbPYK inhibitor -2%, AmpC detergent 9%, AMA1-RON2 inh 13% and LmPK inhibitor 5%.
Screening Cn1nc(C(=O)OCC(=O)c2ccc[nH]2)c2ccccc2c1=O returned HCV inhibitor 13%, AmpC no deterg -27%, HCMV antiviral -1, TbPYK inhibitor -3%, AmpC detergent 0%, AMA1-RON2 inh -23% and LmPK inhibitor 8%.
Screening O=Cc1ccc(OCCOc2ccc([N+](=O)[O-])cc2)cc1 returned HCV inhibitor -7%, AmpC no deterg -14%, HCMV antiviral 9, TbPYK inhibitor -7%, AmpC detergent 0%, AMA1-RON2 inh 0% and LmPK inhibitor -11%.
For N#Cc1cc2c(nc1SCc1ccccc1)CCCCC2 the results were HCV inhibitor -7%, AmpC no deterg -4%, HCMV antiviral -26, TbPYK inhibitor -25%, AmpC detergent 4%, AMA1-RON2 inh 54%[activator] and LmPK inhibitor 4%.
COCCNC(=O)Cc1cn(C)c2ccccc12 was read as HCV inhibitor 8%, AmpC no deterg -10%, HCMV antiviral 87, TbPYK inhibitor -1%, AmpC detergent -1%, AMA1-RON2 inh 0% and LmPK inhibitor -1%.
Screening COC(=O)c1cccc(CC2(C)C(=O)Nc3cc(-c4ccccc4Cl)ccc32)c1 (stereo not drawn) returned HCMV antiviral 61, TbPYK inhibitor 5% and AMA1-RON2 inh -4%.
For CCOC(=O)N1CCN(S(=O)(=O)c2ccc(NC(C)=O)cc2)CC1 the results were HCV inhibitor 10%, AmpC no deterg -17%, HCMV antiviral -4, TbPYK inhibitor 13%, AmpC detergent inconclusive, AMA1-RON2 inh 0% and LmPK inhibitor -5%.
Cc1cc(Nc2cccc(Cl)c2)nc2ccc(NC(=O)Cc3cccc(C(F)(F)F)c3)cc12 was read as HCMV antiviral -99*, TbPYK inhibitor 2% and AmpC detergent -2%.

Source: PubChem BioAssay (National Center for Advancing Translational Sciences (NCATS))
